High-throughput results (PubChem BioAssay)
Dynein transport = dynein cargo transport inhibition; z-score, hits read low; actives 0.47% (n = 220,000); AID 1381; 3617.4 mouse cells, GR-EGFP nuclear translocation imaging; test concentration mostly 20 µM; stimulated with dexamethasone, 1 µM; stronger effect = lower value;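 active means plate z-score of nuclear minus cytoplasmic receptor signal below a set negative limit, without overly bright fluorescence or cell loss, cut at about -3.5 in these data, passing the limit was not always enough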;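 further: z-score of nuclear minus cytoplasmic ring GR-EGFP intensity difference per well; some compounds called inactive have numbers as strong as hits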
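Buffer or medium: tetracycline-free induction medium containing charcoal-stripped FBS / Reagent: dexamethasone agonist, 1.0 µM final, for 30 min / Technique: automated 10x imaging of fixed Hoechst-stained cells / Times: induction 48 h, compound 1 h, agonist 30 min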
MT stabilizer = microtubule stabilization, imaging screen. HeLa tubulin immunostaining HCS, 24 h; share of cells brighter than vehicle mean+2SD. % tubulin-high responders, % at 10 µM. actives 0.83% (n = 200,000). AID 2205;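 active means plate Z-score above 3 for both tubulin-high and condensed-nucleus cell shares, with cell loss under 80%, at 10 µM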;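 further: anti alpha tubulin signal scored within the nucleus-defined area of each cell; some results filed as inactive read as strong as hits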
bCat nuc transl = modulators of beta-catenin nuclear translocation. actives 0.3% (n = 190,000). nuclear translocation activity, % at 5 µM. HeLa beta-catenin nuclear translocation, immunofluorescence imaging;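 active means nuclear translocation activity above 50% at 5 µM, with a well cell count of 50 or more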;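 further: per-cell ratio of nuclear to cytoplasmic median beta-catenin stain intensity; plate controls were DMSO negative control for no effect and GSK-3 inhibitor IX positive control for full effect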
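System: HeLa cells, endogenous beta-catenin; compound dosing: 5 µM primary single dose, 0.1% DMSO, 0.02–20 µM confirmation series; incubation: 24 h compound exposure at 37°C, 5% CO2; signal: beta-catenin immunofluorescence imaging with DAPI; evaluation: % activation, nuclear-to-cytoplasmic median beta-catenin signal ratio per cell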
T cell HTS = modulates CD8 T cell binding to vesicles. 2C CD8+ T cell-vesicle binding, flow cytometry; stronger effect = lower value. calls only at 7 µM. actives 0.068% (n = 330,000). AID 2052;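 active means response, share of CD8 T cells binding vesicles, and their 90th percentile fluorescence all below set limits, cut at about 80% in these data, passing the limit was not always enough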
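Incubation: binding step 1.5 h, 37 °C, antibody labelling 20 min, ice; system: murine 2C transgenic CD8+ T lymphocytes; technique: cytometric PE anti-B7-1 and Alexa647 anti-CD8 signals after 1% paraformaldehyde fixation; also added: QL9-charged Drosophila Ld/ICAM-1/B7-1 vesicles; control set: naked versus QL9-loaded vesicles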
Insulin prom up = MIN6 insulin promoter up-regulation. actives 0.3% (n = 190,000). AID 1625. MIN6 insulin promoter-GFP reporter, high-content imaging; stronger effect = higher value. z-score at 5 µM;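 active means z-score above 3 at 5 µM with at least 500 cells counted in the well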
Hep lipid drop = hepatic lipid droplet formation modulation; AID 1656; AML12 mouse hepatocytes, oleate lipid droplets, BODIPY imaging; actives 0.4% (n = 240,000); inhibition, % at 6.5 µM;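 active means lipid droplet intensity inhibited by at least 50%, with more than 500 cells counted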
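System: AML12 hepatocytes (mouse). Probe or stimulus: oleic acid at 100 µM to induce lipid droplet formation. Times: overnight treatment with compound plus oleate. Detection: Image-based BODIPY and DAPI two-channel analysis. Evaluation: percent inhibition of filter-corrected integrated lipid droplet intensity per well.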
PMI inhibitors = inhibitors of human PMI, primary screen, biochemical, fluorescence intensity, coupled assay (AID 1209). purified PMI enzyme, coupled fluorescence intensity; higher % means a stronger effect. inhibition, % at 20 µM, or IC50 in µM where a hit was titrated. actives 0.42% (n = 190,000); in the data active means inhibition above about 50%;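 further: plate controls were DMSO vehicle for no effect and wells lacking substrate for full effect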
TNAP activation fold = human TNAP enzyme activators, primary screen, biochemical, luminescent, no phosphate acceptor, uHTS (AID 1001). activation fold at 20 µM; hits with a dose series show EC50 in µM. purified TNAP, luminescent activation assay, no phosphate acceptor; higher activation fold means a stronger effect. actives 0.03% (n = 200,000); in the data active means activation fold from about 3, or a potency from the dose series; inactive means the rest, 99 in 100 with activation fold below about 1.6; further: many of its hits are not listed in these tables
Myeloid diff 2 = myeloid differentiation induction; ER-HoxA9 myeloid progenitors, lysozyme-GFP differentiation, flow cytometry; calls only at 10 µM; actives 1% (n = 360,000); AID 624256;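 active means normalized GFP-positive differentiation at or above the plate's own cutoff, the solvent-only control mean plus 3 SD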;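 further: cells exposed to compound for four days before flow analysis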
Dynein transport cytoplasmic EGFP = second read-out of Dynein transport, no call of its own (marks repeat the call); z-score; measured here: cytoplasmic GR-EGFP intensity; stronger effect = higher value
Dynein transport nuclear GR-EGFP = also measured in Dynein transport; calls as there; z-score; measured here: nuclear GR-EGFP intensity;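 lower value marks the stronger effect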
Dynein transport cell count = also measured in Dynein transport; calls as there; z-score; measured here: cell count per field
Insulin prom up cell count = also measured in Insulin prom up; calls as there; cell count; measured here: cytotoxicity, nuclei count;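 total cells summed across four imaged fields per well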
Hep lipid drop cells 6.5 µM = recorded beside Hep lipid drop, whose call it bears; cell count; measured here: cell count, cytotoxicity flag;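 cells counted across two imaged fields per well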
bCat nuc transl cell count 5 µM = recorded beside bCat nuc transl, whose call it bears; cell count; measured here: cell count, cytotoxicity flag
T cell HTS vesicle-bound % = second read-out of T cell HTS, no call of its own (marks repeat the call); double positive events, %; measured here: CD8+ vesicle-bound cell fraction;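 binding gate set so that unloaded-vesicle control wells show 10% double positive cells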
MT stabilizer Hoechst-high % = further read-out of MT stabilizer, marked with its call; % Hoechst-high responders; measured here: nuclear condensation Hoechst responders;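 share of cells brighter than vehicle mean plus two SD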
MT stabilizer cytotoxicity % = recorded beside MT stabilizer, whose call it bears; toxicity, %; measured here: cytotoxicity by cell density;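 0% = mean cell density of plate MIN control wells and 100% = no cells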
Myeloid diff 2 GFP+ MAC1+ % = second read-out of Myeloid diff 2, no call of its own (marks repeat the call); GFP+ MAC1+ double positive, %; measured here: differentiation confirmed by MAC1 staining
An asterisk follows results filed as active; i = inactive; · = not tested or not shown.

Structure	Dynein transport	Dynein transport cytoplasmic EGFP	Dynein transport nuclear GR-EGFP	Dynein transport cell count	MT stabilizer	MT stabilizer Hoechst-high %	MT stabilizer cytotoxicity %	bCat nuc transl	bCat nuc transl cell count 5 µM	T cell HTS	T cell HTS vesicle-bound %	Insulin prom up	Insulin prom up cell count	Hep lipid drop	Hep lipid drop cells 6.5 µM	PMI inhibitors	TNAP activation fold	Myeloid diff 2	Myeloid diff 2 GFP+ MAC1+ %
COc1ccc(-c2nnc(N(C)C(=O)c3ccno3)s2)cc1	-0.0129	-0.208	0.328	-1.13	2.9	1.3	3.1	-3.2	1177	i	10.6	·	·	-3.9	768	-3.4%	1.1	i	0.5
O=C(N/N=C\C=C\c1ccc2c(c1)OCO2)C1COc2cc3ccccc3cc2O1 (stereo not drawn)	-1.06	-0.191	-0.624	1.26	2.8	2.5	9.0	-2.4	1366	i	39.7	0.27	1490	·	·	-1.9%	1	i	0.4
COc1ccc(S(=O)(=O)Nc2cc(C(=O)NC(C)C)ccc2N2CCOCC2)cc1	-0.607	-0.25	-0.48	0.732	1.5	1.5	6.6	4.1	1041	i	15.9	0.48	785	0.7	761	3.6%	1.1	i	5.5
Cc1nc(CNS(=O)(=O)c2cc(C)c(C)cc2C)cs1	2.92	-0.209	1.76	-1.68	4.9	3.2	7.5	0.1	949	i	37.7	0.99	1707	-44.5	720	12.6%	1	i	0.9
Cc1ccccc1-n1nc(C)c2c1N=C1C(Cl)=CC(Cl)=CN1C2c1ccc(C(=O)O)cc1 (stereo not drawn)	-0.393	-0.338	-0.558	0.975	2.9	1.9	5.1	2.8	481	i	46.2	0.59	1286	-0.1	634	-12.6%	0.9	i	0.7
O=C(COc1ccccc1)Nc1ccc2[nH]c(=O)[nH]c2c1	0.401	-0.327	0.883	0.317	6.0	1.4	1.4	0.3	1300	i	28.8	0.11	1515	2.3	757	-20.4%	1	i	0.3
Cc1ccc(C2CC(C(F)(F)F)n3ncc(C(N)=O)c3N2)cc1 (stereo not drawn)	-0.793	-0.351	-0.753	1.43	2.4	1.6	5.6	-7.2	1001	i	34.7	·	·	·	·	10.8%	1	i	0.3
CCCCCc1nnc(NC(=O)c2ccc(=O)n(C)n2)s1	-0.173	-0.231	0.206	1.05	4.6	2.5	8.0	-2.0	1119	i	20.5	-0.01	1200	-1.9	675	3.6%	1.1	i	0.6
O=C(C[n+]1ccccc1)N/N=C/c1ccc(F)cc1	-0.607	-0.298	0.0394	-0.0538	2.2	2.1	8.8	-3.5	1114	i	31.6	0.74	1156	2.5	669	8.3%	1.1	i	0.2
Cc1cccc(NC(=O)CN2C(=O)S/C(=C\c3ccccn3)C2=O)c1	-0.185	0.238	0.309	-0.192	6.1	2.5	5.4	-5.6	1170	i	33.0	0.32	1619	1.4	672	-5.2%	1.2	i	0.3
NC1=NC(=O)/C(=C\c2cc([N+](=O)[O-])ccc2Cl)S1	0.445	-0.197	0.501	-0.118	5.2	2.2	7.5	0.1	1078	i	58.2	2.35	1243	0.8	697	12.0%	1.1	i	0.3
COC(=O)c1cccc(COC(=O)c2ccc(N(C)C)cc2)c1	-0.406	-0.234	-0.193	-0.431	9.9	6.4	3.9	0.3	531	i	10.9	·	·	-5.7	713	4.6%	1.1	i	1.8
CCSc1nc(=S)n(-c2ccccc2)c(C)c1C(C)=O	-0.81	-0.332	-0.587	0.923	0.7	1.3	21.2	·	·	i	53.0	·	·	16.5	812	7.8%	1	i	1.3
O=C(COC(=O)Cc1c(Cl)cccc1Cl)Nc1ccc(OC(F)(F)F)cc1	0.187	-0.22	0.174	-0.748	2.4	2.6	0.9	0.4	983	i	62.7	-0.21	1246	9.6	510	0.7%	0.9	i	0.5
CCn1c2ccccc2c2nnc(NN)nc21	-1.29	-0.191	-1.08	1.36	2.1	2.8	5.4	-2.6	574	i	4.3	0.81	1335	-1.9	619	-17.7%	1	i	0.1
CCN(CC)S(=O)(=O)c1cc(C(=O)N(C)CC(=O)Nc2ccc(Cl)cc2)ccc1Cl	-0.431	-0.328	-0.393	0.114	2.3	3.0	6.8	-2.9	576	i	40.8	-0.36	1315	-27.6	610	4.2%	1.1	i	0.3
Cc1cc(C)nc(-n2nc(C)cc2NC(=O)CN2CCCC2)n1	-0.127	-0.266	0.503	0.508	4.4	4.1	6.7	-1.3	1036	i	57.8	0.1	1282	10.5	694	6.0%	1	i	0.4
CCN(CC)C(=O)c1[nH]cnc1C(=O)N[C@@H](C)C(=O)OC(C)(C)C	1.38	-0.306	0.995	-0.357	1.0	0.7	3.7	-1.3	1115	i	9.3	0.27	1456	6.7	731	1.2%	1	i	1.4
O=C(Oc1ccccc1)c1ccc(NC(=O)c2ccco2)cc1	-0.229	-0.198	-0.49	0.46	2.4	3.1	6.4	-1.7	988	i	22.6	-0.13	1127	-3.7	656	11.5%	1.1	i	1.0
O=C(CSc1nnnn1C1CCCCC1)N1c2ccccc2Sc2ccccc21	0.595	-0.0612	0.435	-1.42	1.2	1.0	7.4	0.4	1092	i	27.4	0.07	778	-0.6	753	13.8%	1.1	i	0.8
CCCCn1c(-c2nonc2N)nc2ccccc21	0.399	-0.22	-0.783	-0.211	2.4	1.6	2.0	2.1	1297	i	65.3	-0.33	1535	·	·	7.1%	1	i	0.7
Cc1ccc(NC(=O)/C(=C\c2ccccc2)NC(=O)/C=C/c2ccccc2)cc1	0.175	-0.138	-0.071	-0.292	1.6	1.3	10.4	0.6	1494	i	5.6	0.21	1081	·	·	10.0%	1.1	i	1.1
CCOC(=O)c1cc(C(=O)OCC)cc(-n2c(C)cc(C(=O)CN3CCOCC3)c2C)c1	-0.223	-0.177	-0.28	1.04	1.5	1.5	13.3	2.5	1153	i	57.6	-0.88	1063	·	·	4.3%	1.1	i	0.7
Cc1ccc(Cl)cc1N1CCN(C(=S)NCc2ccco2)CC1	-0.156	-0.302	0.323	0.34	2.1	1.6	0.4	1.8	910	i	27.1	-0.17	1605	-4.3	695	7.0%	1.1	i	0.3
O=C(Cc1ccccc1)N/N=C\c1ccc(Br)o1	-0.199	-0.223	-0.501	0.0521	1.7	2.1	10.4	0.3	1397	·	·	1.79	1576	·	·	5.0%	1.1	i	5.8
C=C1CCN(C(CC(C)C)C(=O)OC)S(=O)(=O)c2ccccc21 (stereo not drawn)	0.655	-0.783	0.317	0.0505	·	·	·	-1.0	1197	i	27.1	-0.61	964	-0.1	794	·	·	i	1.0
O=S(=O)(Nc1ncccn1)c1ccc(NS(=O)(=O)c2cccc(Cl)c2Cl)cc1	0.0354	-0.249	0.298	0.396	3.3	2.3	4.4	-0.9	1061	i	8.7	0.12	1238	28.1	699	-18.6%	1	i	0.7
COc1ccc(OC)c(N(CC(=O)Nc2cccnc2)S(=O)(=O)c2ccc(OC)c(OC)c2)c1	-1.04	-0.246	-0.443	0.671	2.3	2.3	8.0	·	·	i	2.8	-0.61	1278	7.0	664	9.1%	1.1	i	0.6
Cc1nc2c(-c3ccc(F)cc3)c(C)nn2c(C)c1CCC(=O)Nc1ccc(F)cc1F	-0.537	-0.209	0.0695	1.32	·	·	·	1.7	1291	i	1.2	-0.56	1060	-2.7	727	·	·	i	0.5

The order is random. Share with any hit: about 3%.
